Source: PubChem BioAssay
Tat export inh: blocks Tat-dependent protein export in E. coli. E. coli MC4100 TorA-mCherry Tat export, fluorescence. inhibition, % at 10 µM. 0.036% of 340,000 active. AID 488895;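 active = mean replicate inhibition at least 50% and at least half of replicates individually reaching 50%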;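 also: exported cargo escapes ClpAP degradation while cytoplasmic cargo is degraded and loses fluorescence; 0% = median of neutral control wells and 100% = median of NaSCN control wells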
PKA-R1A act: activates the PKA-R1A holoenzyme complex | P00514+P68181 | PKA-R1A dissociation, Cy5-IP20 fluorescence polarization; scaled: DMSO 0%, 113 µM cGMP 100% | activation, % at 11.4 µM | 0.083% of 340,000 active | AID 504707;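 active = percent activation above the mean of all tested compounds plus 3 SD, cut at about 19% in these data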;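 also: higher means more PKAc released from R1A so a rise in polarization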
MOR-DOR inv ag: mu-delta opioid heterodimer inverse agonism | P35372+P41143 | cell-based MOR-DOR heterodimer luminescence | inhibition, % at 9.3 µM | 0.21% of 340,000 active | AID 504357; in the data active = inhibition above about 22%, passing the limit was not always enough;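 also: 0% = cells with DMSO and 100% = wells without cells with DMSO; values of inactives mirror those of a sister screen read the other way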
Target sequence (P35372 whole entry, looked up): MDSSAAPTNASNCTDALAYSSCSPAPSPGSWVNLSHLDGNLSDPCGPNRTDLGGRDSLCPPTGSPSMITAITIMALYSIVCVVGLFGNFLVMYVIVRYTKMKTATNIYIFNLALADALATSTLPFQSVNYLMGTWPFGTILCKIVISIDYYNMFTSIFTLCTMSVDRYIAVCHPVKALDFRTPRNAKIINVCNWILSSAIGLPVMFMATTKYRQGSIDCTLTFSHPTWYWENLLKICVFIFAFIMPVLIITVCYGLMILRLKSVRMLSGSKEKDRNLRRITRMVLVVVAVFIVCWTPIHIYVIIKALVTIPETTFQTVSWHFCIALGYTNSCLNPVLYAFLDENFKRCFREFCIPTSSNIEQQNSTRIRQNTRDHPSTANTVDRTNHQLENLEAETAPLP
Target sequence (P41143 whole entry, looked up): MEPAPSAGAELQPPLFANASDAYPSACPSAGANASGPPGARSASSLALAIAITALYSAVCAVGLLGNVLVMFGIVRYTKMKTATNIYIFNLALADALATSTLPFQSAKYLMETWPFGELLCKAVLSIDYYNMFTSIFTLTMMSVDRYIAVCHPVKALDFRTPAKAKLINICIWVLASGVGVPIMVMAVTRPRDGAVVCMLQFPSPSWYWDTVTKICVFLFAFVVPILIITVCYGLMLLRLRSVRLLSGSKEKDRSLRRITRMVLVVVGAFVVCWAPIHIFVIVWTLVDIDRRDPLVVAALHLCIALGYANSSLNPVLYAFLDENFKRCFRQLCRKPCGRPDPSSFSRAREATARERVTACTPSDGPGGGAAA
Pemphigus Ab inh: blocks pemphigus antibody binding to human desmoglein-3. binding (percent of control), % at 10 µM. DSG3-coupled beads, scFv-anti-DSG3-GFP binding, flow cytometry; stronger effect = lower value. 0.48% of 310,000 active;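 active = binding more than 3 SD below its plate's average and above zero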;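 also: hits lower antibody fragment binding to DSG3; some compounds called inactive have numbers as strong as hits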
SUMO Mot1 rescue: SUMOylation pathway inhibition by Mot1-301 growth rescue | S. cerevisiae Mot1-301 growth rescue, ATP luminescence, 38.5C; percent above DMSO median, 100 means doubled | growth rescue, % at 18.8 µM | 1% of 320,000 active | AID 2716;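 active = every valid replicate shows activation above 250% relative to neutral control wells; inactive = the rest, any valid replicate at or below 250%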;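 also: OY570 slx delta 5 strain wells were the positive control but not used for scaling; some compounds called inactive have numbers as strong as hits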
PfHsp90 set2: inhibits growth of yeast expressing Plasmodium falciparum Hsp90; inhibition, % at 9.4 µM; AID 504621; S. cerevisiae expressing PfHsp90, BacTiter-Glo ATP, 48 h; yeast lacking PDR1 and PDR3 efflux regulators; 0.32% of 310,000 active;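 active = every replicate shows inhibition above about 80%, whatever the replicate mean, limit read from the data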;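 also: 0% = DMSO neutral controls and 100% = 20 µM radicicol positive controls; yeast relying on Plasmodium falciparum Hsp90 in place of its own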
E coli growth: counter-screen for AddAB inhibitors: E. coli growth inhibition. E. coli V3065 growth, OD600 absorbance, 18 h. inhibition, % at 11.9 µM. 0.27% of 330,000 active;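 active = inhibition above the campaign's mean inhibition across all tested compounds plus 3 SD, cut at about 9.9% in these data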;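 also: uninfected addAB+ strain grown without phage in ampicillin broth; 0% = DMSO wells and 100% = ciprofloxacin 0.95 µg/ml wells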
Arr AP2 block: human beta-arrestin and AP2 interaction inhibition | FITC-arrestin peptide / GST-AP2 beads, flow cytometry; AP2 beta2 appendage carries R879A mutation | inhibition, % at 10 µM | 0.31% of 340,000 active;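 active = inhibition above a set limit, near 3 SD of compounds lacking own fluorescence, cut at about 54% in these data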;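 also: plate controls were DMSO wells for no effect and 5 µM unlabelled arrestin peptide for full effect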
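system = GST-tagged AP2 beta2-adaptin appendage (R879A) on 4 µm glutathione beads | reagent = FITC-labelled arrestin peptide probe, 50 nM final | schedule = compound with beads 12 min RT, then probe 1 h RT | signal = HyperCyt-sampled flow cytometry, FL1 channel, ex 488/em 535 nm | read-out = percent response from loss of bead-bound FITC fluorescence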
phage Ecoli inh: E. coli growth loss with phage present; growth absorbance; inhibition, % at 11.9 µM; 0.26% of 360,000 active; AID 651602; in the data active = inhibition above about 11%
AddAB inh: less growth of phage-infected E. coli with AddAB; E. coli expressing H. pylori AddAB, absorbance growth; inhibition, % at 11.9 µM; AID 435030; 0.29% of 330,000 active; in the data active = inhibition above about 12%;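 also: 0% = vehicle wells of infected cells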
MOR-DOR ag: agonists of human mu-delta opioid receptor heterodimerization; P35372+P41143; cells, OPRM1-OPRD1 heterodimerization, luminescence; activation, % at 9.3 µM; 0.3% of 340,000 active; AID 504326; in the data active = activation above about 18%;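 also: 0% = vehicle-treated cells and 100% = reference agonist; values of inactives mirror those of a sister screen read the other way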
Numbers without * were called inactive; . = not tested or not shown. Rows are unselected (roughly 2.8% active in at least one column).

SMILES	Tat export inh	PKA-R1A act	MOR-DOR inv ag	Pemphigus Ab inh	SUMO Mot1 rescue	PfHsp90 set2	E coli growth	Arr AP2 block	phage Ecoli inh	AddAB inh	MOR-DOR ag
CN1CCN(C(=S)NC(=O)c2cccc([N+](=O)[O-])c2)CC1	-3	-3	15	107	0	4	1.4	-8	-3.4	-0.6	-3.0
O=C1C2CC=CCC2C(=O)N1c1ccc(OCC(O)Cn2nnc3ccccc32)cc1 (stereo not drawn)	3	0	11	100	1	-6	-3.7	3	2.4	-1.1	-2.1
CCc1ccc(C(=O)N/N=C/c2cccc3ccccc23)nc1	1	10	-2	97	-7	22	0.9	1	2.4	3.2	0.3
CCN(CC(=O)NCc1ccc(F)cc1)C(=O)CN1CCN(c2ccc(OC)cc2)CC1	2	-18	10	89	9	-4	1.1	-8	-1.7	-1.7	-2.0
COC(=O)[C@@H](NC(=O)c1cc(COc2cncc(Cl)c2)on1)c1ccccc1	-1	0	-2	101	-12	14	-0.2	-3	2.0	-2.8	0.5
Cc1cc(NC(=O)c2ccccc2)n(C(C)(C)C)n1	.	.	.	98	6	.	-1.9	29	0.8	-1.7	.
O=C(O)CCSc1nc2ccc(Br)cc2[nH]1	28	-6	-4	.	-10	3	-1.6	2	2.4	3.3	1.0
COc1ccc2[nH]c(=O)c(CN(CCN(C)C)C(=O)NCc3ccccc3)cc2c1	-4	6	2	120	-2	-5	0.0	9	.	-0.2	-0.4
C[C@H](O)[C@H](O)[C@H]1CNc2nc(N)[nH]c(=O)c2N1	3	-1	12	109	3	26	-0.4	0	-2.5	-3.8	-2.1
CC(=O)Nc1ccc2nc(C)n(Cc3ccc(Cl)cc3)c(=O)c2c1	5	-4	4	101	-2	10	-1.9	12	-2.1	-0.5	-0.7

Limited to Arr AP2 block and SUMO Mot1 rescue (2 entries from above):
structure	Arr AP2 block	SUMO Mot1 rescue
C[C@H](O)[C@H](O)[C@H]1CNc2nc(N)[nH]c(=O)c2N1	0	3
CC(=O)Nc1ccc2nc(C)n(Cc3ccc(Cl)cc3)c(=O)c2c1	12	-2

Continued.
SMILES	Tat export inh	PKA-R1A act	MOR-DOR inv ag	Pemphigus Ab inh	SUMO Mot1 rescue	PfHsp90 set2	E coli growth	Arr AP2 block	phage Ecoli inh	AddAB inh	MOR-DOR ag
O=C(NCc1ccco1)c1ccc2c(c1)C(=O)N(Cc1ccccc1)C2=O	-9	5	7	103	17	-15	1.2	32	2.2	2.4	-1.3
CC(O)c1ccc(OCCN(C)c2ccccn2)cc1 (stereo not drawn)	-1	-2	19	106	-14	-5	-1.5	39	0.6	2.2	-4.3
Cc1nc(C(F)(F)F)c(C(=O)NC(=O)Nc2ccccc2)s1	1	-1	8	97	9	-3	2.0	31	3.0	3.2	-1.6
COc1ccccc1CCNC(=O)CCCn1nc(C)c2c(C)n(-c3ccc(C)cc3)nc2c1=O	6	-7	10	111	47	-3	-0.4	-6	2.4	3.4	-2.0
Cc1ccc(/C=N/NC(=O)CSc2nc3ccccc3n2Cc2ccccc2)o1	3	1	8	99	1	-15	-1.0	-9	1.4	3.7	-1.6
CCc1nnc(NC(=O)CN2CCN(c3nc(-c4ccccc4)cs3)CC2)s1	1	-1	-14	105	10	3	-0.8	0	2.4	-1.8	2.6
COc1ccc(C2CC(c3ccc(F)cc3)Nc3nc(N)nn32)cc1 (stereo not drawn)	-10	7	14	111	10	17	-1.0	1	0.0	2.7	-2.7
CC/C(=N\NC(=O)OC)c1ccc(OC(F)F)cc1	-7	-10	16	106	-12	14	-0.7	36	3.1	0.2	-3.2
O=C(Nc1ccc(N2CCOCC2)c(S(=O)(=O)Nc2ccc(Cl)cc2)c1)c1cnccn1	1	-13	11	91	-8	7	-2.0	26	0.9	-2.5	-2.0
COCC(=O)Nc1ncc(S(=O)(=O)c2ccc([N+](=O)[O-])cc2)s1	-3	3	-40	97	2	-12	0.8	21	1.4	6.3	8.4
O=C(COC(=O)CCC(=O)c1cccs1)NC1CCCCC1	8	-7	12	96	.	9	-1.6	-13	2.2	-0.8	-2.9
COc1ccc(C(=O)c2ccc(Cl)cc2Cl)cc1	1	-7	-1	.	-5	-19	0.5	18	2.9	5.8	0.2
COc1ccc(/C=C2/SC(=O)N(NS(=O)(=O)c3ccccc3)C2=S)cc1OC	2	-2	13	93	375*	-15	-0.1	0	3.2	-0.2	-2.3
CCOC(=O)c1cnc(SC2CC(=O)N(c3ccccc3)C2=O)nc1N (stereo not drawn)	-1	1	8	103	-13	21	-2.4	-2	-1.6	-0.9	-1.4
CCOc1cccc(-c2nnc(SCC(=O)Nc3cc(C)ccc3OC)n2N)c1	2	5	8	100	-26	-6	-2.3	7	0.3	-0.5	-1.7
Cc1c(Cl)cccc1NC(=S)N(CCCN1CCOCC1)Cc1ccco1	-13	-1	13	107	5	-8	3.2	6	-1.4	5.4	-2.5
CCCNc1nc2c(c(=O)n(C)c(=O)n2C)n1CCc1ccccc1	-15	12	-2	97	-13	30	0.8	32	1.0	-0.1	0.4
O=C(CCNS(=O)(=O)c1cccc2nsnc12)NCCC1=CCCCC1	-2	-2	13	.	712*	-4	-0.2	1	1.3	0.5	-2.4
CC(=NCCc1c(C)[nH]c2ccc(OC(F)(F)F)cc12)C1=C(O)CC(c2ccccc2)CC1=O (stereo not drawn)	4	-3	7	.	-2	6	-0.8	11	4.0	-3.3	-1.6
CCCc1c(C(=O)N/N=C/c2sccc2C)nnn1-c1nonc1N	-5	-3	-31	.	2	-12	1.3	-3	1.1	3.9	6.1
Cc1nc(/N=C(\N)NC(=O)c2ccccc2)nc2ccccc12	-8	11	2	102	10	-17	-2.9	5	.	-2.2	-0.3
O=C(N[C@H]1CCC(=O)N([C@H](CSc2ccc(Br)cc2)Cc2ccccc2)CC1)OCc1ccccc1	1	-2	-7	103	10	-35	-0.1	5	2.0	2.1	1.1
O=C1C(O)CCN1Cc1ccccc1 (stereo not drawn)	-3	2	13	88	.	-14	.	-2	1.9	.	-2.6
Cc1nn(-c2cc(N3CCNCC3)ccc2[N+](=O)[O-])c(=O)c2ccccc12	-2	3	-4	107	-3	43	-3.1	38	2.0	-1.2	0.6
N=c1c2c3c(sc2nc2n1CCCCC2)CCCC3	-2	-2	14	98	-1	-9	4.6	-6	4.1	1.5	-2.9
COc1ccc2nc(NC(=O)c3c(C)noc3C)sc2c1	-5	2	-19	109	20	-1	-0.3	-2	-1.9	2.7	4.8
CC1CC(C)(C)CC2(C1)NC(=O)N(CC(=O)OCC(=O)Nc1cc(S(=O)(=O)N3CCCCC3)ccc1Cl)C2=O (stereo not drawn)	-2	12	13	102	.	-13	.	-11	3.0	.	-3.4
CCn1c2ccccc2c2cc(NS(=O)(=O)c3ccccc3C)ccc21	11	-6	-16	.	-15	-13	-0.3	-5	4.1	3.2	3.8
CCOc1cc(/C=C2\C(=O)NN(c3ccccc3)C2=O)cc([N+](=O)[O-])c1O	-3	2	24	98	47	0	-1.2	1	3.9	0.0	-4.6
C=CCOc1ccc(/C=C2\C(=N)N3N=C(S(=O)(=O)CC)SC3=NC2=O)cc1OC	-2	0	-1	123	327	9	-1.1	4	4.2	-0.2	0.2
CCCNC(=S)N1CCN(C(c2ccccc2)c2ccccc2)CC1	8	5	-1	99	10	3	1.8	-4	3.4	-0.6	0.1
CN1CCC(=NNC(=O)C(=O)NC2CCCCC2)CC1	-6	-5	7	104	8	-1	-0.7	-1	4.8	0.0	-1.2
CC(C(=O)Nc1ncc2c(n1)CC(C)(C)CC2=O)N1C(=O)c2ccccc2C1=O (stereo not drawn)	2	2	14	104	-9	-6	1.8	8	4.3	0.2	-2.7
CCc1nnc(NC(=O)CSc2ccc(-c3ccc(-n4cccn4)cc3)nn2)s1	5	-12	-1	77*	781*	.	1.1	6	-2.4	0.8	0.1
CC1=C(C(=O)OCc2ccccc2)C(c2ccc(Cl)cc2)NC(=O)N1CCCCCC(=O)O (stereo not drawn)	5	-4	11	101	-9	-10	-1.9	30	1.7	3.5	-1.9
CC(=O)c1cccc(NC(=O)c2nccnc2C(=O)O)c1	2	1	9	97	17	-20	-1.8	21	1.6	-0.8	-1.6
Nc1nc(NCc2ccco2)nc(N2CCCCCC2)c1[N+](=O)[O-]	7	1	-17	101	301	12	1.2	.	4.2	0.3	3.3
CCOC(=O)C1CCCN(C(=O)c2cc(-c3ccc(C)cc3)nc3ccccc23)C1 (stereo not drawn)	7	-2	0	103	.	22	0.6	-9	0.6	-0.2	-0.1
Cc1ccc2nc(CSc3nnc(Cc4cccs4)n3C3CCCCC3)cc(=O)n2c1	2	-20	13	102	-5	1	0.5	-5	-1.1	0.4	-2.3
Cc1ccc(S(=O)(=O)Cn2nnnc2C(CC(C)C)N2CCN(c3ccc(F)cc3)CC2)cc1 (stereo not drawn)	-3	-14	8	99	94	-55	3.7	-2	0.6	1.5	-1.5
Cc1ccc(Cl)cc1NC(=S)N1CCC(c2ccccc2)C1 (stereo not drawn)	-9	-1	-10	94	-23	0	0.8	-3	2.8	0.1	1.9
OCc1nc2ccccc2n1CCOc1ccccc1	15	-18	18	.	2	-6	3.6	-16	1.7	3.0	-3.6
Nc1nc(COC(=O)C2CCN(C(=O)c3ccc(Cl)cc3)CC2)nc(Nc2ccccc2)n1	-4	2	8	100	-2	.	0.3	-6	0.8	2.3	-1.8
Cc1ccc(S(=O)(=O)N2CCCCC2)cc1NC(=O)CSc1nnc(C2CC2)n1C	9	-7	12	106	-1	7	2.8	-5	1.4	0.3	-3.1
O=C(c1ccc(Cl)c(F)c1F)N1CCCC1	-5	-7	7	.	217	2	0.2	18	2.1	0.1	-1.2
CC(C)CCn1c(NCCN(C)C)nc2c1c(=O)[nH]c(=O)n2C	2	-1	11	106	0	7	1.1	14	2.6	1.4	-1.9
Cc1c(-c2ccccc2)oc2c(C(=O)OCC(=O)Nc3cccc(F)c3)cccc2c1=O	1	-7	7	101	-4	4	0.2	6	1.2	3.8	-1.4
CCn1cc(C(=O)NCCCOC)c(=O)c2cc(S(=O)(=O)N3CCC(C)CC3)ccc21	5	-12	16	105	56	-9	0.1	19	1.3	3.0	-3.2
COC(=O)COc1ccc(S(=O)(=O)N2CCOCC2)cc1C	3	7	12	.	1	-7	1.3	36	2.5	2.6	-2.2
COc1ccccc1CNC(=O)c1cc2sccc2n1C	-5	-5	10	100	-16	29	-1.7	-3	.	0.7	-1.9
CCOC(=O)C1=C(C)NC(=O)NC1c1ccc(OC(=O)c2ccco2)cc1 (stereo not drawn)	-2	6	5	102	4	10	-1.0	8	3.9	-2.9	-1.0
